# CAL PDZ FP-1 – blocks peptide binding to the human CAL PDZ domain; 300,000 compounds, 0.92% hits; inhibition, % at 24.9 µM; purified CAL PDZ, TMR-peptide fluorescence polarization, 1 h; Q9HD26; AID 602252;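 active = mean inhibition of at least 30% with at least half of replicates also reaching 30%; inconclusive = no clear call, values can overlap the other calls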;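 also: 0% = DMSO neutral control and 100% = excess unlabeled competitor peptide PRC23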
# V-ATPase pH – regulators of yeast V-ATPase proton transport; S. cerevisiae, pHLuorin cytosolic pH fluorescence; 350,000 compounds, 0.37% hits; response, % at 10 µM; in the data active = response mostly above about 7.3%, no sharp cut-off; inactive = mostly below about 5.4%; also: actives read high; inactives centre near 0; some compounds called inactive have numbers as strong as hits
# Rtt109 Vps75 – C. albicans Rtt109 histone acetyltransferase inhibition; purified Rtt109/Vps75, ThioGlo CoA-SH fluorescence, 4 h; inhibition, % at 34.9 µM; 330,000 compounds, 0.16% hits;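 active = inhibition of at least 50% in every replicate; inconclusive = best replicate reaches 50% inhibition but some replicates fall short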
# CAL PDZ FP-2 – inhibitors of human CAL PDZ peptide binding. purified CAL PDZ, TMR-peptide fluorescence polarization, 1 h. inhibition, % at 20 µM. 330,000 compounds, 0.02% hits. AID 504414;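 active = highest replicate inhibition of at least 40%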;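 also: plate controls were DMSO neutral control wells for no effect and unlabeled competitor peptide control wells for full effect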
#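 Test system: tagged CAL PDZ domain / Buffer or medium: sodium phosphate/NaCl buffer pH 7.4 with TCEP, IgG, Thesit / Reagent: TMR-labelled reporter peptide T*-PRC34 bound in PDZ groove / Compound dosing: single point, 20 µM / Schedule: 1 h incubation at room temperature before polarization reading / Technique: fluorescence polarization (mP) / Benchmarks: unlabelled peptide, DMSO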
# Wnt act – activates Wnt/beta-catenin signaling in a reporter cell assay | activator, plate reader | activation, % at 9.35 µM | 300,000 compounds, 1.2% hits; in the data active = activation above about 30%, passing the limit was not always enough; inconclusive = no clear call, values can overlap the other calls;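 also: 0% = neutral control wells and 100% = positive control wells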
# MITF act – MITF TRPM1 promoter activation in melanoma cells; activation, % at 12.5 µM; AID 588334; 300,000 compounds, 0.75% hits; SK-MEL-5 TRPM1-promoter luciferase, 24 h; % of positive control, neutral wells = 0;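 active = mean activation of at least 80% with every replicate also reaching 80%; inconclusive = mean reaches 80% but some replicate falls short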;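 also: 0% = neutral control wells and 100% = parthenolide positive control wells; values of inactives mirror those of a sister screen read the other way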
# Tat export inh – blocks Tat-dependent protein export in E. coli | 340,000 compounds, 0.036% hits | E. coli MC4100 TorA-mCherry Tat export, fluorescence | AID 488895 | inhibition, % at 10 µM;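 active = mean replicate inhibition at least 50% and at least half of replicates individually reaching 50%; inconclusive = only one of the two criteria met; inactive = neither criterion met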;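 also: exported cargo escapes ClpAP degradation while cytoplasmic cargo is degraded and loses fluorescence; 0% = median of neutral control wells and 100% = median of NaSCN control wells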
# RTF Ca sens act – cardiac RTF calcium sensitization. P19429+P45379. IANBD-labeled TnC RTF fluorescence at EC20 calcium; 0% EC20 calcium, 100% full calcium. activation, % at 7.2 µM. 340,000 compounds, 0.24% hits. AID 493008;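 active = activation above the mean over all tested compounds plus 3 SD, cut at about 30% in these data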;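 also: rise in fluorescence read as greater calcium sensitivity of cardiac thin filaments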
# dFosB activator – enhances mouse delta FosB homodimer DNA binding. purified delta FosB, TAMRA-CDK5 oligo fluorescence polarization; percent of positive-control signal above neutral wells. activation, % at 25 µM. 340,000 compounds, 0.99% hits;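 active = mean activation above about 17%, with every replicate also reaching it, limit read from the data, passing the limit was not always enough; inconclusive = only one of the two conditions met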;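 also: fluorescence polarization rise as delta FosB binds a TAMRA Cdk5 AP-1 oligo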
# Target sequence (P13346 whole entry, looked up): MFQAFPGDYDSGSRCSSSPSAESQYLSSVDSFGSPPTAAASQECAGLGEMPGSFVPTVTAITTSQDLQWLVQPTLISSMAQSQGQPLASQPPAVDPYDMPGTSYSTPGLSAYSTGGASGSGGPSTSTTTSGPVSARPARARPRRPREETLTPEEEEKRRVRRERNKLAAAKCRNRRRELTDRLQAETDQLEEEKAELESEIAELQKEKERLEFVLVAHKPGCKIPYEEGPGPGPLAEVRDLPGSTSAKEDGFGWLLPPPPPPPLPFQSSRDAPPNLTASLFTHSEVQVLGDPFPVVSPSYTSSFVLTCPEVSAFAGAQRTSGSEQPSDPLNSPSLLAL
# CDK5 inh – blocks human CDK5/p35 kinase activity; Q00535+Q15078; Recombinant CDK5/p35, ADP-Glo luminescence, 60 min; inhibition, % at 10 µM; 330,000 compounds, 0.01% hits;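 active = highest replicate inhibition of at least 50% and at least 75% of replicates reaching 50%; inconclusive = only one of the two criteria met; inactive = both criteria failed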;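 also: plate controls were DMSO neutral control for no effect and GW8510 at 10 µM for full effect; many of its hits are not listed in these tables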
# Target sequence (Q00535 whole entry, looked up): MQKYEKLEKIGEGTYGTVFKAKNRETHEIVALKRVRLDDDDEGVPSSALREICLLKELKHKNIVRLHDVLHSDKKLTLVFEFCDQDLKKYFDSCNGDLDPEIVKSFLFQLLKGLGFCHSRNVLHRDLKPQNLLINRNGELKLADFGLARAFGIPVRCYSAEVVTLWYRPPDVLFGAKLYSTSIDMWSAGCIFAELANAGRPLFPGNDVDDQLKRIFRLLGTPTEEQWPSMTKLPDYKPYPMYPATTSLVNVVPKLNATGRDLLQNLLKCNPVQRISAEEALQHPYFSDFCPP
# Target sequence (Q15078 whole entry, looked up): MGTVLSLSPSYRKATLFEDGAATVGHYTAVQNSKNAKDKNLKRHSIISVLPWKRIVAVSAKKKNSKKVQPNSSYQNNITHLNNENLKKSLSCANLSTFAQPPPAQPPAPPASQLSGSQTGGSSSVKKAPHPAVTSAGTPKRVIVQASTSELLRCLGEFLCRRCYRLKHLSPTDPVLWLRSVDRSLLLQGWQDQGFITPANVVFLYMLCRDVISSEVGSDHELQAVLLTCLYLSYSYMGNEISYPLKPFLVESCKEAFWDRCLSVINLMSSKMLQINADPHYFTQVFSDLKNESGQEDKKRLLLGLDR
# * = called active by the depositor; ? = inconclusive; . = not tested or not shown. The order is random. About 4.1% of those tested had a hit in this group.
SMILES,CAL PDZ FP-1,V-ATPase pH,Rtt109 Vps75,CAL PDZ FP-2,Wnt act,MITF act,Tat export inh,RTF Ca sens act,dFosB activator,CDK5 inh
COC(=O)C1C/C(=N/NS(=O)(=O)c2ccc(C)cc2)CS1 (configuration not stated),5,1,6,0.5,-3,-16,-3,-5,-3,-0.4
O=C(NCc1ccco1)c1ccc(CS(=O)(=O)c2cccc(C(F)(F)F)c2)o1,-6,2,-4,0.1,-4,-1,9,9,-6,-1.3
CCOc1ccccc1N1Cc2ccccc2C1,-2,0,2,-2.4,-10,-8,-2,5,-13,-0.9
COc1ccc(OC)c(CCNC(=O)CN2C(=O)CC(C)(C)S(=O)(=O)c3ccccc32)c1,.,1,4,-7.5,-4,.,1,5,-12,-2.3
O=C(O)c1nn(CC(=O)N2CCC(Cc3ccccc3)CC2)c(=O)c2ccccc12,.,6,-2,-0.9,0,-4,15,0,-14,1.2
CCc1ccccc1N(CC(=O)NCc1ccco1)C(=O)c1snc(C(N)=O)c1N,-2,-1,-42,-1.5,.,-9,-6,4,-4,-1.5
CC(C)C(NC(=O)c1ccccc1F)C(=O)NCC(c1ccco1)N1CCCCC1 (configuration not stated),.,0,1,-1.2,-3,1,13,-2,-5,-4.8
Cc1ccc2cc(/C=N/NC(=O)[C@H]3C[C@@H]3c3ccccc3)c(Cl)nc2c1,-2,0,-3,-1.7,-2,12,8,3,-16,0.7
CS(=O)(=O)c1nc(S(=O)(=O)c2ccc(Cl)cc2)c(NCCCN2CCOCC2)s1,-3,-3,2,-1.1,-1,11,0,-6,1,2.2
O=C(NN=C1CCCCCC1)c1cc2ccccc2cc1O,-2,-2,-2,-0.9,6,3,-3,0,5,0.1
C=CCN1C(=O)C(C)(C)Nc2ccccc21,5,2,1,-0.3,.,1,2,-2,0,-0.2
CN1C(=O)[C@@H]2[C@H](C1=O)[C@@H]1C(=O)Nc3ccccc3C(=O)N1[C@@H]2c1ccc(Br)cc1,-1,5,0,-0.8,3,-12,0,3,-1,-0.7
CCN1CCN(c2ccc(S(=O)(=O)N3CCCCC3)cc2NC(=O)c2cc3ccccc3o2)CC1,7,-3,22,-4.2,-7,-10,17,-6,5,1.2
Cc1ccc(N(C)S(=O)(=O)c2cccc(C(=O)Nc3ccc(C)cn3)c2)cc1,-4,3,6,-0.9,-2,-1,4,2,4,-3.8
CCN(CC)c1ccc([N+](=O)[O-])cc1C(=O)O,-1,2,-1,-1.4,0,5,-8,4,0,-6.0
O=C(O/N=C\c1ccc(N2CCCCC2)c([N+](=O)[O-])c1)c1ccc(Cl)cc1Cl,3,0,-28,-1.1,.,-5,-4,2,-3,-0.4
C=CCSc1nnc(NC(=O)c2cccc(S(=O)(=O)N(C)c3ccccc3)c2)s1,1,1,-1,-1.0,0,6,30,4,-6,1.0
CCOc1ccccc1NC(=O)CCNS(=O)(=O)c1ccc(NC(C)=O)cc1,2,2,-5,0.6,0,4,-4,0,-6,1.4
CC(NC(=O)c1ccccc1F)c1cccc2ccccc12 (configuration not stated),0,2,-6,0.0,5,-7,2,11,2,1.2
C/C(=N\NC(=O)CNc1cccc(C(F)(F)F)c1)c1cccs1,4,3,-8,0.2,-5,15,-11,-4,-5,0.4
CC1CCCCC12NC(=O)N(CC(=O)OCC(=O)NC(=O)c1ccccc1)C2=O (configuration not stated),-8,-3,-3,-3.3,-1,-9,5,4,-6,0.5
N/C(=N\OC(=O)CCCOc1ccccc1)c1ccc([N+](=O)[O-])cc1,0,-1,-11,-1.1,-1,-12,-2,4,0,0.2
O=C(Cc1ccccc1)Nc1nnc(-c2ccccc2)o1,.,-3,1,-1.1,0,-4,0,5,-1,-1.5
CCc1ccc(C(=O)C(C)OC(=O)Cc2n[nH]c(=O)c3ccccc23)cc1 (configuration not stated),-5,4,3,-1.5,-2,8,4,-4,-18,0.7
CC1CCCN(CCCOc2ccc(Br)cc2Cl)C1 (configuration not stated),5,1,7,-0.9,0,39,-3,5,2,1.6
CCC(C)N(C(=O)C(F)(F)F)C(C(=O)NC1CCCCC1)c1ccncc1 (configuration not stated),-5,-4,12,.,-2,.,-13,3,-9,-1.5
CCN1C(=O)CC(N2CCN(C(c3ccccc3)c3ccccc3)CC2)C1=O (configuration not stated),3,4,-9,-1.5,.,11,4,-6,-3,0.8
Cc1ccc(N(CC(=O)NN=C2CCN(C)CC2)S(=O)(=O)c2ccccc2)c(C)c1,7,-2,-2,-0.3,-2,6,-9,7,-11,-2.7
N#C/C(=C\c1ccncc1)C(=O)Nc1ccc(C(=O)O)cc1,6,-5,3,0.1,0,5,-2,-6,-5,3.2
c1coc(CNc2c3c(nc4ncnn24)CCC3)c1,-1,1,1,-2.0,.,9,4,2,3,-2.4
COc1ccccc1NC(=O)C(C)OC(=O)Cc1ccsc1 (configuration not stated),-2,-2,6,0.8,0,-8,-1,-2,9,-0.6
COc1cc(C(=O)Nc2cccc(-c3nc4ccccc4o3)c2C)cc(OC)c1OC,0,1,-3,0.5,.,-11,-4,-1,0,-1.9
CCCCC(=O)NCCNc1nc2c(c(=O)n(C)c(=O)n2C)n1Cc1ccccc1,-1,-3,-9,-2.7,4,.,4,0,7,-1.5
COc1cccc2c1OCC1COc3c(c(=O)n(C)c(=O)n3C)C21 (configuration not stated),2,4,?,0.1,.,-6,12,-9,-2,0.1
COc1cc(C(=O)Nc2ccc(C(=O)NCC3CCCO3)cc2)cc(OC)c1OC (configuration not stated),.,1,-4,0.1,3,7,-1,5,-16,0.9
c1ccc2sc(N3CN(CCN4CCOCC4)CN(c4nc5ccccc5s4)C3)nc2c1,-2,8,10,0.4,.,.,-17,4,-3,0.6

# A second format for some results above.
# Results follow in this order: CAL PDZ FP-1	V-ATPase pH	Rtt109 Vps75	CAL PDZ FP-2	Wnt act	MITF act	Tat export inh	RTF Ca sens act	dFosB activator	CDK5 inh
CC1CCCCC12NC(=O)N(CC(=O)OCC(=O)NC(=O)c1ccccc1)C2=O (configuration not stated)
    -8	-3	-3	-3.3	-1	-9	5	4	-6	0.5
N/C(=N\OC(=O)CCCOc1ccccc1)c1ccc([N+](=O)[O-])cc1
    0	-1	-11	-1.1	-1	-12	-2	4	0	0.2
O=C(Cc1ccccc1)Nc1nnc(-c2ccccc2)o1
    .	-3	1	-1.1	0	-4	0	5	-1	-1.5
CCc1ccc(C(=O)C(C)OC(=O)Cc2n[nH]c(=O)c3ccccc23)cc1 (configuration not stated)
    -5	4	3	-1.5	-2	8	4	-4	-18	0.7
CC1CCCN(CCCOc2ccc(Br)cc2Cl)C1 (configuration not stated)
    5	1	7	-0.9	0	39	-3	5	2	1.6
CCC(C)N(C(=O)C(F)(F)F)C(C(=O)NC1CCCCC1)c1ccncc1 (configuration not stated)
    -5	-4	12	.	-2	.	-13	3	-9	-1.5
CCN1C(=O)CC(N2CCN(C(c3ccccc3)c3ccccc3)CC2)C1=O (configuration not stated)
    3	4	-9	-1.5	.	11	4	-6	-3	0.8
Cc1ccc(N(CC(=O)NN=C2CCN(C)CC2)S(=O)(=O)c2ccccc2)c(C)c1
    7	-2	-2	-0.3	-2	6	-9	7	-11	-2.7
N#C/C(=C\c1ccncc1)C(=O)Nc1ccc(C(=O)O)cc1
    6	-5	3	0.1	0	5	-2	-6	-5	3.2
c1coc(CNc2c3c(nc4ncnn24)CCC3)c1
    -1	1	1	-2.0	.	9	4	2	3	-2.4
COc1ccccc1NC(=O)C(C)OC(=O)Cc1ccsc1 (configuration not stated)
    -2	-2	6	0.8	0	-8	-1	-2	9	-0.6
COc1cc(C(=O)Nc2cccc(-c3nc4ccccc4o3)c2C)cc(OC)c1OC
    0	1	-3	0.5	.	-11	-4	-1	0	-1.9
CCCCC(=O)NCCNc1nc2c(c(=O)n(C)c(=O)n2C)n1Cc1ccccc1
    -1	-3	-9	-2.7	4	.	4	0	7	-1.5

# The list continues:
SMILES,CAL PDZ FP-1,V-ATPase pH,Rtt109 Vps75,CAL PDZ FP-2,Wnt act,MITF act,Tat export inh,RTF Ca sens act,dFosB activator,CDK5 inh
OCC[C@H]1C[C@@H](O)[C@H](O)[C@@]2(CCCCO2)O1,-1,-3,8,-0.5,0,-7,8,4,-4,-0.9
CC(=O)Oc1ccc(-c2nc3ccccc3c(=O)o2)cc1,-2,2,-6,.,-1,-7,-8,-3,-9,0.1
CC1(C)Cc2ccccc2-c2nnc(-c3ccccc3)n21,.,-3,0,-0.2,.,-2,-4,-1,6,0.8
Cn1cnnc1Sc1nc2c(c(=O)n(C)c(=O)n2C)n1Cc1ccccc1Cl,-1,0,0,-1.1,.,-6,6,0,0,0.1
CCc1noc2c1/C(=N\O)CC(c1ccccc1)C2 (configuration not stated),-6,-2,1,.,0,22,-9,-7,1,0.8
CC(C)=C(C#N)c1nc2ccccc2s1,-6,2,-7,-2.0,.,9,-5,1,-3,2.8
O=C(Nc1cnccc1C(F)(F)F)NC1CCCCC1,.,2,4,-0.2,-1,2,6,5,0,0.5
N#Cc1cccc(OC(=O)c2ccc3c(=O)n4c(nc3c2)CCC4)c1,-4,-1,-8,-2.6,8,-6,0,4,-9,-9.7
Cc1ccc(C(=O)Nc2c(C)cc(-c3ccccc3)oc2=O)cc1,8,-2,-13,-3.1,-2,2,8,-4,4,0.6
CC1(C)NC(=O)N(CC(O)CN(c2ccccc2)S(=O)(=O)c2ccc([N+](=O)[O-])cc2)C1=O (configuration not stated),-3,0,-7,-0.8,-3,-2,-1,0,-6,-0.1
Cc1ccc(S(=O)(=O)NC2CCC(C(=O)O)CC2)cc1 (configuration not stated),-6,-4,11,-1.2,-1,7,-3,5,-2,-0.1
O=C(O)C1C2CCC(CC2)C1C(=O)O (configuration not stated),-1,2,4,0.6,-4,0,4,7,3,1.6
COc1cccc2cc(-c3cc(=O)oc4cc(C)c(O)cc34)oc12,-3,1,16,-2.8,-2,3,5,-6,2,1.5
CC(=O)c1cccc(NC(=S)NCCc2ccc(F)cc2)c1,-3,-1,5,-2.0,6,24,-2,3,-2,-0.5
O=C(NC1CCCC1)c1ccc(COCC(F)(F)C(F)F)o1,.,.,-5,0.1,1,-1,-1,-1,3,0.3
O=C1COc2ccccc2N1Cc1c(F)cccc1Cl,-3,-2,2,-0.2,1,-10,-2,-2,-5,0.2

# Screening data from PubChem BioAssay.
